Source: PubChem (National Center for Advancing Translational Sciences (NCATS))
TexasRed fluor: Total Fluorescence Counterscreen for Inhibitors of the Interaction of Thyroid Hormone Receptor and Steroid Receptor Coregulator 2 | TRb/SRC2 Texas Red total fluorescence interference | Potency, µM (top dose mostly 106 µM), inactives show top-dose fluorescence change, negative = quenching | 280,000 tested, 0.29% active; active = well fitted curve in either direction with a large enough effect; inconclusive = small, poorly fitted or top-dose-only effect; note: % is set by controls: 0 for no effect and ±100 for the full control effect
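Human TRb ligand-binding domain at 0.6 uM with 20 nM Texas Red SRC2 peptide in Tris buffer containing 1 uM T3 and 5% DMSO, incubated with compound 5 h at ambient temperature. Total fluorescence (555/632 nm) calculated as parallel + 2 × perpendicular.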
Tau fibril FP: qHTS for Inhibitors of Tau Fibril Formation, Fluorescence Polarization | 280,000 tested, 0.39% active | Microtubule-associated protein tau (Homo sapiens), P10636 | K18 P301L tau heparin fibrillization, Alexa594 FP, 6 h | Potency, µM (highest dose often 57.7 µM), inactives show top-dose activity, negative = inhibition, most hits filed as inhibitors; note: % is set by controls: 0 for no effect and ±100 for the full control effect; nearly all actives have a fitted effect of over 55% in size
Target sequence (P10636 561-689 P618L limits assumed): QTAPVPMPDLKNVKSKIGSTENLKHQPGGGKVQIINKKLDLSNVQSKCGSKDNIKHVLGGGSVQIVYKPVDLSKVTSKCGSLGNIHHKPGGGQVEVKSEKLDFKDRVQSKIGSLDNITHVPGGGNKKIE
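Steps: dispense K18 P301L tau (15 uM plus 0.24 uM Alexa 594 tracer, final) in pH 7 sodium acetate; add compound; add heparin (20 uM final); incubate 6 hr, 37 C; add ThT (30 uM final); after 1 hr ambient, read FP.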
Tau fibril ThT: qHTS for Inhibitors of Tau Fibril Formation, Thioflavin T Binding; Microtubule-associated protein tau (Homo sapiens), P10636; recombinant tau K18 P301L, heparin-induced fibrillization, ThT fluorescence; Potency, µM (top dose mostly 57.4 µM), without a hit: top-dose activity, negative = inhibition, actives largely listed as inhibitors; 270,000 tested, 2.1% active; note: % is set by controls: 0 for no effect and ±100 for the full control effect; nearly all actives have a fitted effect of over 55% in size
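Tau K18 P301L fragment (15 uM unlabeled plus 0.24 uM Alexa 594-labeled) in 100 mM sodium acetate pH 7 with compound, fibrillization induced by 20 uM heparin for 6 hr at 37 C. Thioflavin T (30 uM) added, fluorescence read after 1 hr (ex 450, em 510 nm).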
HTT cytoprotect: qHTS Multiplex Assay to Identify Dual Action Probes in a Cell Model of Huntington: Cytoprotection (ATP); PC12 HTT-Q103 induced, cytoprotection, ATP luminescence, 40 h; Potency, µM (highest dose often 56.4 µM), for inactives: cytoprotection (ATP increase), usual class: activators; 230,000 tested, 0.14% active; AID 1471, 2008;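 note: % of control where 0% means no effect; nearly all actives have a fitted effect of over 45% in size; toxic huntingtin expression switched on by the ecdysone agonist tebufenozide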
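Stable PC12 Q103-GFP cells in serum-supplemented, phenol red-free DMEM; induction by tebufenozide at 100 nM final; compound dose series; cell viability quantified luminescently from ATP.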
L3MBTL1 block: qHTS Assay for the Inhibitors of L3MBTL1 | AlphaScreen L3MBTL1–H3K9me1 peptide binding | 230,000 tested, 0.66% active | AID 485360, 2010 | Potency, µM (highest dose often 57.1 µM), inactives show top-dose activity, negative = inhibition, usual class: inhibitors; note: % is set by controls: 0 for no effect and ±100 for the full control effect; nearly all actives have a fitted effect of over 60% in size
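Read-out is AlphaScreen signal from streptavidin donor and nickel chelate acceptor beads (10 ug/mL final each) bridging L3MBTL1 (50 nM) and biotinylated K9-monomethylated H3(1-15) peptide (75 nM), after 30 min compound exposure at room temperature.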
TRb-SRC2 inh: qHTS for Inhibitors of the Interaction of Thyroid Hormone Receptor and Steroid Receptor Coregulator 2. Thyroid hormone receptor beta (Homo sapiens), P10828. TRbeta-SRC2 peptide binding, fluorescence polarization; receptor liganded with 1 µM T3. Potency, µM (series often up to 106 µM), without a hit: at the highest dose activity change, negative = inhibition, actives largely listed as inhibitors. 280,000 tested, 0.065% active;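 note: plate controls were bound peptide for no effect and peptide without receptor for full effect; nearly all actives have a fitted effect of over 50% in size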
Target sequence (P10828 whole entry, looked up): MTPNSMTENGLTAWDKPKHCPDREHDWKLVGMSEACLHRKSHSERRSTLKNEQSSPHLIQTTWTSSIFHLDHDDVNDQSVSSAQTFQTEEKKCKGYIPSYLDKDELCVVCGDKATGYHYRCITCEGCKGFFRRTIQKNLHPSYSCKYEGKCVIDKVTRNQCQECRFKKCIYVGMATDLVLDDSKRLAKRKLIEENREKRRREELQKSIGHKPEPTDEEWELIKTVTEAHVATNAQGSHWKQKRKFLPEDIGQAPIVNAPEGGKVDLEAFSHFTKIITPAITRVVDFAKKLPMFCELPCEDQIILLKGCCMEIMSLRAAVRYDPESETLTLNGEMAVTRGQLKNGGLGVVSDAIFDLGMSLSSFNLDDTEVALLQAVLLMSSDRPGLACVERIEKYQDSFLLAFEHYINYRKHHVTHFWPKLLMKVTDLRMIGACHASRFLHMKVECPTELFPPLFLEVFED
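Human TRb LBD (0.6 uM) plus Texas Red-labeled SRC2 peptide (20 nM), 1uM T3, 5% DMSO, 5 hr at ambient temperature. Decreased polarization (555/632 nm) flags inhibition; data normalized to free and bound peptide controls.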
RECQ1 inh: qHTS Assay for Inhibitors of RecQ-Like Dna Helicase 1 (RECQ1); RECQ1 DNA unwinding, red fluorescence kinetic read; Potency, µM (top dose mostly 57.3 µM), without a hit: top-dose activity, negative = inhibition, actives largely listed as inhibitors; ATP-dependent DNA helicase Q1 (Homo sapiens), P46063; 240,000 tested, 0.54% active;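 note: plate controls were vehicle for no effect and no enzyme for full effect; nearly all actives have a fitted effect of over 30% in size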
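50 nM RECQ1T1 preincubated 15 min with compound in Tris pH 8.0 buffer with MgCl2, DTT, Tween-20 and 2.5 ug/ml poly(dI-dC); started with 200 nM TAMRA/BHQ-2 forked duplex and 2 mM ATP. Unwinding read as fluorescence (525/598 nm), two reads 2 h apart.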
Tau fluor counter: Counterscreen qHTS for Inhibitors of Tau Fibril Formation, Fluorescence Polarization; tau K18 P301L (four-repeat tau fragment) Alexa594 fluorescence, heparin fibrillization; Potency, µM (doses to about 57.7 µM), without a hit: at the top dose activity change, negative = decrease; 280,000 tested, 0.93% active; AID 1463, 2008; note: % is set by controls: 0 for no effect and ±100 for the full control effect; nearly all actives have a fitted effect of over 55% in size
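Human K18 P301L tau (15 uM unlabeled plus 0.24 uM Alexa 594-labeled, final) in 100 mM sodium acetate pH 7 was mixed with compound and 20 uM heparin and incubated 6 hr at 37 C.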
* hit, by the source's call; [ ] = remark or other dose. Unless noted, calls come from the whole dose curve; as a rule, active = well fitted curve in the direction sought with a large enough effect; inconclusive = small, poorly fitted or top-dose-only effect, or another doubt; inactive = no such curve, though single readings can be large; an effect the other way counts as inactive or inconclusive. Potency is the fitted concentration of half-maximal effect.

Results for CNC(=O)C1CCC(Cn2c(=O)c3sccc3n(CC(=O)NCc3ccc(OC)cc3)c2=O)CC1 (stereo unspecified) ?
TexasRed fluor: 5%; Tau fibril FP: -3%; Tau fibril ThT: 5%; TRb-SRC2 inh: -8%; Tau fluor counter: 2%

What do the screens show for `COc1ccc2[nH]cc(CCNC(=O)c3cnn(-c4ccc(C)cc4)c3C3CCN(C(=O)OC(C)(C)C)CC3)c2c1`?
TexasRed fluor: -2%; Tau fibril FP: 12%; Tau fibril ThT: -16%; TRb-SRC2 inh: -3%; Tau fluor counter: inconclusive

How did Cc1ccc(NC(=O)c2ccc(OC(=O)CCN3C(=O)c4ccccc4C3=O)cc2)cc1 do in these assays?
TexasRed fluor: -8%; Tau fibril FP: -16%; Tau fibril ThT: -15%; HTT cytoprotect: -87%[inhibitor]; TRb-SRC2 inh: -1%; RECQ1 inh: inactive; Tau fluor counter: -8%

How did CCOC(=O)c1oc2nc(CC(C)C)c3c(c2c1N)CCCC3 do in these assays?
TexasRed fluor: -2%; Tau fibril FP: 1%; Tau fibril ThT: inconclusive; HTT cytoprotect: -86%[inhibitor][10 µM]; L3MBTL1 block: 12%; TRb-SRC2 inh: 2%; RECQ1 inh: inactive; Tau fluor counter: -27%

What do the screens show for `COc1ccc(C(=O)NCCn2cc(SCC(=O)Nc3ccc(C)cc3)c3ccccc32)cc1`?
TexasRed fluor: 1%; Tau fibril FP: -15%; Tau fibril ThT: inconclusive; TRb-SRC2 inh: 5%; Tau fluor counter: inconclusive

How did CCN(CC)C(=O)c1ccc(COc2ccccc2Br)o1 do in these assays?
TexasRed fluor: -4%; Tau fibril FP: -3%; Tau fibril ThT: inconclusive; HTT cytoprotect: -52%[inhibitor]; L3MBTL1 block: -7%; TRb-SRC2 inh: -2%; RECQ1 inh: -4%; Tau fluor counter: -7%

How did O=C(COc1ccccc1-c1ccccc1)N/N=C/c1cccc2ccccc12 do in these assays?
TexasRed fluor: -2%; Tau fibril FP: inconclusive; Tau fibril ThT: -14%; HTT cytoprotect: -41%[inhibitor]; L3MBTL1 block: -2%; TRb-SRC2 inh: -6%; RECQ1 inh: -20%; Tau fluor counter: inconclusive

Results for O=C(CCn1nnc2ccccc21)N1CCC(O)(c2cccc(F)c2)CC1 ?
TexasRed fluor: 1%; Tau fibril FP: 3%; Tau fibril ThT: -14%; HTT cytoprotect: -21%; L3MBTL1 block: -2%; TRb-SRC2 inh: 4%; RECQ1 inh: 0%; Tau fluor counter: 2%

How did COc1cc(NC(=O)COC(=O)CNC(=O)c2ccc(C)cc2)c(C)cc1[N+](=O)[O-] do in these assays?
TexasRed fluor: 10µM*[quencher]; Tau fibril FP: 6%; Tau fibril ThT: 3%; HTT cytoprotect: 5%[10 µM]; L3MBTL1 block: 21%; TRb-SRC2 inh: -25%[53 µM]; RECQ1 inh: -13%; Tau fluor counter: -2%

How did O=C(NCCC1=CCCCC1)C1CCN(S(=O)(=O)c2cccc3cccnc23)CC1 do in these assays?
TexasRed fluor: -2%; Tau fibril FP: 4%; Tau fibril ThT: -2%; HTT cytoprotect: -1%; L3MBTL1 block: -4%; TRb-SRC2 inh: -17%; RECQ1 inh: -1%; Tau fluor counter: 1%

Results for CCC(=O)Nc1sc(C(=O)Nc2ccccc2OC)c(C)c1C(=O)OC ?
TexasRed fluor: 1%; Tau fibril FP: -6%; Tau fibril ThT: 4%; L3MBTL1 block: 8%; TRb-SRC2 inh: -2%; RECQ1 inh: inactive; Tau fluor counter: 5%

How did COc1ccc(/C=c2\sc3nc(-c4ccccc4)c(-c4ccccc4)n3c2=O)cc1OC do in these assays?
TexasRed fluor: -4%; Tau fibril FP: inconclusive; Tau fibril ThT: inconclusive; HTT cytoprotect: -27%; L3MBTL1 block: -14%; TRb-SRC2 inh: -4%; RECQ1 inh: 1%; Tau fluor counter: -26%

Next section (2 carried over from the part before).
Results for CCC(=O)Nc1sc(C(=O)Nc2ccccc2OC)c(C)c1C(=O)OC ?
TexasRed fluor: 1%; Tau fibril FP: -6%; Tau fibril ThT: 4%; L3MBTL1 block: 8%; TRb-SRC2 inh: -2%; RECQ1 inh: inactive; Tau fluor counter: 5%

How did COc1ccc(/C=c2\sc3nc(-c4ccccc4)c(-c4ccccc4)n3c2=O)cc1OC do in these assays?
TexasRed fluor: -4%; Tau fibril FP: inconclusive; Tau fibril ThT: inconclusive; HTT cytoprotect: -27%; L3MBTL1 block: -14%; TRb-SRC2 inh: -4%; RECQ1 inh: 1%; Tau fluor counter: -26%

How did COc1ccc(NS(=O)(=O)c2ccc(N3CCOCC3)c(NC(=O)c3ccccc3Cl)c2)cc1 do in these assays?
TexasRed fluor: -2%[53 µM]; Tau fibril FP: 6%; Tau fibril ThT: 8%; HTT cytoprotect: -9%[10 µM]; L3MBTL1 block: -9%; TRb-SRC2 inh: 0%[53 µM]; RECQ1 inh: -17%; Tau fluor counter: 7%

Results for COc1cc(-c2cc(C(=O)N3CCN(c4ccccn4)CC3)c3ccccc3n2)cc(OC)c1OC ?
TexasRed fluor: -2%; Tau fibril FP: 14%; Tau fibril ThT: -14%; HTT cytoprotect: -17%; L3MBTL1 block: -3%; TRb-SRC2 inh: -13%; RECQ1 inh: -8%; Tau fluor counter: -9%

What do the screens show for `COCC(C)NC(=O)CSc1nnc(-c2cccc(S(=O)(=O)N3CCCCC3)c2)o1` (stereo unspecified)?
TexasRed fluor: 0%; Tau fibril FP: 1%; Tau fibril ThT: 5%; L3MBTL1 block: 7%; TRb-SRC2 inh: 4%; RECQ1 inh: inactive; Tau fluor counter: 2%

How did Cc1cccc(NC(=O)c2ccc(COc3cccc4ccccc34)o2)n1 do in these assays?
TexasRed fluor: -2%; Tau fibril FP: 4%; Tau fibril ThT: inconclusive; HTT cytoprotect: -5%[10 µM]; L3MBTL1 block: -9%; TRb-SRC2 inh: -3%; RECQ1 inh: -1%; Tau fluor counter: -14%

Results for COc1ccc(C2=NCN(c3ccc(C)cc3)C(=S)N2)cc1 ?
TexasRed fluor: -1%; Tau fibril FP: 5%; Tau fibril ThT: -23%; HTT cytoprotect: inconclusive; TRb-SRC2 inh: -10%; RECQ1 inh: 0%; Tau fluor counter: -16%

What do the screens show for `CC(=O)NC1CC(=O)N(c2ccc3c(c2)OCCO3)C1` (stereo unspecified)?
TexasRed fluor: 1%; Tau fibril FP: -18%; Tau fibril ThT: -1%; TRb-SRC2 inh: 9%; Tau fluor counter: -4%

How did COc1ccc(OC)c(CNc2ncnc3onc(-c4ccc(Cl)cc4)c23)c1 do in these assays?
TexasRed fluor: 0%; Tau fibril FP: -4%; Tau fibril ThT: -5%; TRb-SRC2 inh: 8%; Tau fluor counter: -25%

What do the screens show for `CCOC(=O)N1CCN(CC(=O)c2ccc3c(c2)CCN3C(C)=O)CC1`?
TexasRed fluor: -3%; Tau fibril FP: 2%; Tau fibril ThT: inconclusive; HTT cytoprotect: -13%; TRb-SRC2 inh: -3%; RECQ1 inh: -2%; Tau fluor counter: -11%

What do the screens show for `CNC(=O)COC(=O)c1cc(F)c(F)cc1Cl`?
TexasRed fluor: -1%; Tau fibril FP: 0%; Tau fibril ThT: 4%; HTT cytoprotect: -5%[0.074 µM]; L3MBTL1 block: -4%; TRb-SRC2 inh: 4%; RECQ1 inh: -4%; Tau fluor counter: 13%

Results for CCN1C(=O)[C@H]2[C@H]3[C@H](O)[C@H](O)C/C(=N/OCc4ccccc4)[C@@H]3CC[C@@H]2C1=O ?
TexasRed fluor: -3%[11.2 µM]; Tau fibril FP: 7%[11.6 µM]; Tau fibril ThT: -3%[11.5 µM]; HTT cytoprotect: -6%[10 µM]; TRb-SRC2 inh: -1%[11.2 µM]; RECQ1 inh: inactive[11.5 µM]; Tau fluor counter: -8%[11.6 µM]

What do the screens show for `Cc1ccc2nc(Cl)c(/C=N/Nc3nc(C)cc(C)n3)c(=O)n2c1`?
TexasRed fluor: 1%; Tau fibril FP: -2%; Tau fibril ThT: inconclusive; L3MBTL1 block: -1%; TRb-SRC2 inh: -7%; RECQ1 inh: -14%; Tau fluor counter: -9%

How did COc1ccc(S(=O)(=O)NCC2CCCN(CC(C)(C)C)C2)cc1 (stereo unspecified) do in these assays?
TexasRed fluor: -1%; Tau fibril FP: -1%; Tau fibril ThT: -11%; HTT cytoprotect: 15%[10 µM]; L3MBTL1 block: -2%; TRb-SRC2 inh: -4%; RECQ1 inh: -13%; Tau fluor counter: -11%

Results for COc1ccc(CNC(=O)c2cccnc2SC)cc1OC ?
TexasRed fluor: -4%; Tau fibril FP: 2%; Tau fibril ThT: -13%; HTT cytoprotect: -2%; TRb-SRC2 inh: -1%; RECQ1 inh: -2%; Tau fluor counter: -13%

What do the screens show for `Cc1ccc(NC(=O)CSc2nccn2Cc2ccccc2)cc1C`?
TexasRed fluor: -1%; Tau fibril FP: -7%; Tau fibril ThT: -11%; HTT cytoprotect: -8%; L3MBTL1 block: -30%; TRb-SRC2 inh: -1%; RECQ1 inh: -6%; Tau fluor counter: -9%

Results for O=C(NNc1nc2c(F)cccc2s1)c1ccccc1 ?
TexasRed fluor: -2%; Tau fibril FP: -1%; Tau fibril ThT: 0%; L3MBTL1 block: -17%; TRb-SRC2 inh: -2%; RECQ1 inh: -3%; Tau fluor counter: 4%

These rows are one share of the data; count on the stated rates, not on these rows.
